Source: PubChem BioAssay
TbREL1 primary: TbREL1 RNA ligase inhibitors, primary screen, biochemical, FRET fluorescence | RNA-editing ligase 1, mitochondrial (Trypanosoma brucei brucei), P86926 | inhibition, % at 9.66 µM | TbREL1 RNA ligation | 0.49% of 89,000 active;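 active = inhibition above the mean inhibition across all screened compounds plus 3 SD, cut at about 11% in these data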;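 note: 0% = plate median of test wells and 100% = NSC42067 control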
Target sequence (P86926 whole entry, looked up): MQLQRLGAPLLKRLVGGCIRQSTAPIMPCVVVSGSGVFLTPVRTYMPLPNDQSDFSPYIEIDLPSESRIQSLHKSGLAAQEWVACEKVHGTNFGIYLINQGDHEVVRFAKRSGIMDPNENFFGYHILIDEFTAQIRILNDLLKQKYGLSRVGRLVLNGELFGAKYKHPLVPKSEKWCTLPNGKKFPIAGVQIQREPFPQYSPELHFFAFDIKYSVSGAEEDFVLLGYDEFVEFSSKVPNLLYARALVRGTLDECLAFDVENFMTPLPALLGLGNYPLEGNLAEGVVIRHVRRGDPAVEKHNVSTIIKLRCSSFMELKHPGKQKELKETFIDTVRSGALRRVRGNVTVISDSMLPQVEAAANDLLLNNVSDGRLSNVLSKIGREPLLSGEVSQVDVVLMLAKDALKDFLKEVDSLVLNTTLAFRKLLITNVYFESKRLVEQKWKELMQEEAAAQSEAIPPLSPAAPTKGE
The depositor's hits bear a star.

How did COC(=O)Cc1cc(=O)[nH]c(/N=C(\N)Nc2ccccc2C)n1 do in these assays?
TbREL1 primary: 1

Results for C=CCN(CC=C)C(=O)CN1C(=O)NC(c2ccccc2)(c2ccccc2)C1=O ?
TbREL1 primary: -4

What do the screens show for `COc1cccc(N2CCN(CC(=O)N(C)Cc3ccc(F)cc3)CC2)c1`?
TbREL1 primary: -6

How did O=C(Nc1ccnc(-c2cccnc2)n1)c1ccc(Cl)c(Cl)c1 do in these assays?
TbREL1 primary: 1

What do the screens show for `O=C(CSc1nnc(COc2ccccc2)o1)NC1CC2CCC1C2` (stereo unspecified)?
TbREL1 primary: 0

How did C[C@@H]1CCN(C2CC2)S(=O)(=O)c2c(cccc2N2CCC[C@H]2CO)O1 do in these assays?
TbREL1 primary: -6

How did CCOC(=O)c1[nH]c(C)c(C(=O)NC2CCCCC2)c1C do in these assays?
TbREL1 primary: -1

Results for CC(=O)Nc1cccc(C(=O)OCC(=O)NCc2cc(C)c(O)c(C)c2)c1 ?
TbREL1 primary: 0

What do the screens show for `Cn1c(SCC(=O)Nc2ccc(Br)cc2)nc(O)cc1=O`?
TbREL1 primary: -3

How did O=C(CCC(=O)Nc1nnc(C2CCCCC2)s1)NCC1CCCO1 (stereo unspecified) do in these assays?
TbREL1 primary: 5

Results for CCOC(=O)C1CN(S(=O)(=O)c2cccc(C(F)(F)F)c2)c2cc(CC(=O)OC)ccc2O1 (stereo unspecified) ?
TbREL1 primary: -3

What do the screens show for `COc1ccc(Cl)cc1C(=O)NNC(=O)c1cccc(S(=O)(=O)N(C)C)c1`?
TbREL1 primary: 5

What do the screens show for `CC1=C/C(=C(/c2ccc(O)c(C)c2)c2ccccc2S(=O)(=O)O)C=CC1=O`?
TbREL1 primary: -5

Results for Cc1c(Cl)cccc1NC(=O)CSc1nc(=O)n(CCCN2CCOCC2)c2c1CCC2 ?
TbREL1 primary: -2

Results for Cc1cc(C)nc(N2CCC(C(=O)NNC(=O)c3ccccc3)CC2)n1 ?
TbREL1 primary: 5

How did COc1ccc(OC)c(CN2CCN(C(=O)CNC(=O)c3ccccc3F)CC2)c1 do in these assays?
TbREL1 primary: -2

Results for CC1(C)NC(=O)N(CC(=O)OCC(=O)Nc2cc(S(=O)(=O)N3CCCCCC3)ccc2Cl)C1=O ?
TbREL1 primary: -1

What do the screens show for `CC(C)(C)NC(=O)c1ccc(COc2ccccc2Br)o1`?
TbREL1 primary: -1

Results for CCCNc1nc(N2CCCC2)nc(N2CCCC2)n1 ?
TbREL1 primary: 2

Results for COc1ccccc1CNC(=O)COC(=O)Cc1c[nH]c2ccccc12 ?
TbREL1 primary: -5

How did CC(/C=C1\SC(=O)N(CC(=O)Nc2ccc(O)cc2)C1=O)=C\c1ccccc1 do in these assays?
TbREL1 primary: 0

What do the screens show for `CCc1ccccc1NC(=O)C(CC)Sc1nc2cc3c(cc2c(=O)n1Cc1ccco1)OCO3` (stereo unspecified)?
TbREL1 primary: 0

How did O=C(O)/C(=C\c1ccco1)NC(=O)c1ccccc1 do in these assays?
TbREL1 primary: 0

What do the screens show for `Cc1cn(CC(=O)N[C@H](C)c2cccc3ccccc23)c(=O)[nH]c1=O`?
TbREL1 primary: -1

What do the screens show for `O=C(c1sc2cccc(F)c2c1Cl)N1CCN(c2ncccn2)CC1`?
TbREL1 primary: 1

Results for Cc1nnc(Sc2nc3c(c(=O)n(C)c(=O)n3C)n2Cc2ccccc2Cl)s1 ?
TbREL1 primary: -1

What do the screens show for `COc1cc(/C=C2\C(=O)ON=C2c2ccccc2)cc(Cl)c1O`?
TbREL1 primary: -1

Results for Cc1ccc(-c2nnc(SCc3ccc(C#N)cc3)n2Cc2ccco2)cc1 ?
TbREL1 primary: 5

How did O=C(NCCc1ccc(Cl)cc1)C1CCC(=O)N1C1CCCC1 (stereo unspecified) do in these assays?
TbREL1 primary: -3

How did CCN(CC)CCOc1ccccc1OC do in these assays?
TbREL1 primary: 3

How did CC(C)Cn1c(N)c(C(=O)CSc2nccn2C)c(=O)n(C)c1=O do in these assays?
TbREL1 primary: 2

Results for CC(C)n1c(C(F)(F)F)nc2cc(C(=O)N3CCCCC3)ccc21 ?
TbREL1 primary: 2

How did COc1cccc(C2=CC(=O)CC(C)(C)C2)c1OC do in these assays?
TbREL1 primary: -1

How did CCC1CCCCN1C(=O)c1ccccc1OC1CCN(S(C)(=O)=O)CC1 (stereo unspecified) do in these assays?
TbREL1 primary: -2

What do the screens show for `COc1ccc(/C=N/N=C2/CC(C)(C)Cc3n[nH]c(=O)cc32)cc1`?
TbREL1 primary: 1

Results for CCN(Cc1ccncc1)C(=S)Nc1c(C)cccc1C ?
TbREL1 primary: 5

What do the screens show for `COc1ccc(-c2c(C#Cc3ccsc3)c3cc(-c4ccc5cc[nH]c5c4)ccc3n2C)cc1`?
TbREL1 primary: -1

How did CC(C)(N[C@@H](Cc1ccccc1)C(=O)NCCCc1ccccc1)C(=O)NCc1ccccc1 do in these assays?
TbREL1 primary: -3

What do the screens show for `CCOc1ccccc1C(=O)N(Cc1cccs1)C1CCS(=O)(=O)C1` (stereo unspecified)?
TbREL1 primary: 0

Results for CN1C=CC=C/C1=C1/N=C(c2ccccc2)OC1=O ?
TbREL1 primary: 0

What do the screens show for `O=C1Nc2ccccc2C(=O)N2CCCCC12` (stereo unspecified)?
TbREL1 primary: -3

Results for Cc1c(Cl)ccc2c1NC(=O)[C@]21N[C@@H](CCC(N)=O)[C@H]2C(=O)N(c3ccc(F)cc3)C(=O)[C@H]21 ?
TbREL1 primary: 1

Results for COC(=O)C1=C(C)N(CCCC(=O)O)C(=O)NC1c1ccc(Br)cc1 (stereo unspecified) ?
TbREL1 primary: 1

Results for CCCCCCCCN1C(=O)[C@@H](CC(=O)NCCC(C)C)C[C@@]2(C(=O)OC)C1=C[C@H](C(C)C)O[C@@H]2C1CC1 ?
TbREL1 primary: 0

Results for COc1ccc([C@H]2CC(=O)C=C(c3ccc(C)cc3)C2)cc1OC ?
TbREL1 primary: -2

What do the screens show for `O=C(CN1C(=O)CCOc2ccccc21)Nc1ccc(Cl)c(S(=O)(=O)N2CCOCC2)c1`?
TbREL1 primary: 1

What do the screens show for `CCCCn1c(N)c(N(C)C(=O)c2ccc(OCC3CCCO3)cc2)c(=O)[nH]c1=O` (stereo unspecified)?
TbREL1 primary: -2

Results for CCNc1nc(NCC)nc(N/N=C/c2ccc(O)c(OC)c2)n1 ?
TbREL1 primary: -3

How did CCOC(=O)CSc1nc(C)c(C(C)=O)cc1C#N do in these assays?
TbREL1 primary: -2

How did Cc1cc(NC(=S)N(Cc2cccc(Br)c2)CC2CCC(C(=O)O)CC2)ccc1Cl (stereo unspecified) do in these assays?
TbREL1 primary: -6

2 entries drawn at random from those above:
What do the screens show for `O=C(CN1C(=O)CCOc2ccccc21)Nc1ccc(Cl)c(S(=O)(=O)N2CCOCC2)c1`?
TbREL1 primary: 1

What do the screens show for `CCCCn1c(N)c(N(C)C(=O)c2ccc(OCC3CCCO3)cc2)c(=O)[nH]c1=O` (stereo unspecified)?
TbREL1 primary: -2

More results.
Results for O=C1CN(C(=O)COc2ccc(F)cc2Cl)c2ccccc2N1 ?
TbREL1 primary: -1

How did CCCS(=O)(=O)NC(=O)C1(C)CCCN(C(=O)c2cc(C)on2)C1 (stereo unspecified) do in these assays?
TbREL1 primary: 2

Results for Cc1nn(Cc2ccccc2)c(C)c1NC(=O)CCCn1nc([N+](=O)[O-])c(Cl)c1C ?
TbREL1 primary: -2

What do the screens show for `c1ccc(CN2CCCC3CC2c2ccccc23)cc1` (stereo unspecified)?
TbREL1 primary: 1

What do the screens show for `CC(=O)Nc1ccc2c3c(ccc([N+](=O)[O-])c13)CC2`?
TbREL1 primary: 0

Results for Oc1cc(Nc2ccncc2)cc2cccnc12 ?
TbREL1 primary: 5

Results for CCN(CC)C(=N)/C(C#N)=N/Nc1ccccc1 ?
TbREL1 primary: -5

What do the screens show for `Cc1ccccc1S(=O)(=O)NC(=O)C1(C)CCN1C(=O)CC1CCCCC1` (stereo unspecified)?
TbREL1 primary: -1

How did COc1ccccc1N1CCN(C(=O)C2CCN(S(=O)(=O)c3ccc(F)cc3)CC2)CC1 do in these assays?
TbREL1 primary: -4

How did CC(C)(C)n1nc2c(c1NC(=O)c1ccccc1F)CS(=O)C2 (stereo unspecified) do in these assays?
TbREL1 primary: 1

Results for COc1ccc(C(C)=O)c(Oc2cc(NN3CCCCC3)c([N+](=O)[O-])cc2[N+](=O)[O-])c1 ?
TbREL1 primary: 0

Results for O=c1oc(CCCO)cc2ccc(C#Cc3ccsc3)cc12 ?
TbREL1 primary: -2

What do the screens show for `CN(CC(=O)Nc1ccc(F)cc1)C(=O)C1CC(=O)N(Cc2ccccc2)C1` (stereo unspecified)?
TbREL1 primary: -1

What do the screens show for `Cc1nc(N2CCN(Cc3ccc4c(c3)OCO4)CC2)c2cc(-c3ccccc3)sc2n1`?
TbREL1 primary: 5

How did Cc1nc(N)sc1C(=O)N/N=C/c1ccccc1[N+](=O)[O-] do in these assays?
TbREL1 primary: 2

What do the screens show for `Cc1nn(CCCC(=O)Nc2cnn(Cc3ccc(F)cc3)c2)c(C)c1[N+](=O)[O-]`?
TbREL1 primary: -1

Results for Cc1cccn2c(=O)c(C=O)c(N3CCCCC3)nc12 ?
TbREL1 primary: 1

Results for CC(C)(C)C(=O)Nc1ccc(C(=O)Nc2cccnc2)cc1 ?
TbREL1 primary: -1

What do the screens show for `CC(=O)OCC=C1CCC2C3CC(C)C4=CC(=O)CCC4(C)C3C(O)CC12C` (stereo unspecified)?
TbREL1 primary: -3

What do the screens show for `O=C(NC1CCCCC1)c1ccc2c(c1)OCCO2`?
TbREL1 primary: 3

How did O=C(CN1CCN(S(=O)(=O)c2ccc(Cl)c(Cl)c2)CC1)N1CCCC1 do in these assays?
TbREL1 primary: 3

How did Cn1cnc(S(=O)(=O)NCc2ccccc2)c1 do in these assays?
TbREL1 primary: 2

How did CC(C)[C@H](NC(=O)OC(C)(C)C)c1nnc(SCC(=O)Nc2ccc(Br)cc2)o1 do in these assays?
TbREL1 primary: -1

Results for FC(F)(F)c1cnc(-n2cc[nH]c2=S)c(Cl)c1 ?
TbREL1 primary: -3

How did Cc1ccc(-c2csc3nc(-c4ccncc4)[nH]c(=O)c23)cc1 do in these assays?
TbREL1 primary: -1

What do the screens show for `COc1ccc(Nc2nc(C)cc(C)c2C(N)=O)cc1`?
TbREL1 primary: 2

How did COc1ccc(N(C(=O)c2ccc(S(=O)(=O)N3CCOCC3)cc2)C2C=CS(=O)(=O)C2)cc1 (stereo unspecified) do in these assays?
TbREL1 primary: -2

What do the screens show for `Cc1nc2ncnn2c(N2CCN(C(=O)c3cccc(F)c3)CC2)c1C`?
TbREL1 primary: 1

How did CSc1nc(-c2ccccc2)nc(SC)c1C(C)=O do in these assays?
TbREL1 primary: 5

What do the screens show for `Cc1oc(-c2ccccc2F)nc1CN1CCC(C(=O)NCc2cccnc2)CC1`?
TbREL1 primary: -3

What do the screens show for `COC(=O)C1=C(C(=O)OC)[C@@H]2N(C)c3ccc(OC)cc3[C@@]23C[C@@H](C(=O)OC)N(C(=O)NC2CCCCC2)C3=N1`?
TbREL1 primary: -7

How did COc1ccc(CCNC(=O)COC(=O)c2cc(S(=O)(=O)N3CCCC3)ccc2O)cc1 do in these assays?
TbREL1 primary: 0

How did O=C(O)/C=C/c1cnc2ccccc2c1 do in these assays?
TbREL1 primary: 2

What do the screens show for `O=C(COc1ncnc2ccc(Br)cc12)NCc1ccc2c(c1)OCO2`?
TbREL1 primary: -2

How did Cc1ccnc(SCc2cc(=O)c(OC(=O)c3ccc([N+](=O)[O-])cc3)co2)n1 do in these assays?
TbREL1 primary: 6

What do the screens show for `COc1ccc(NC(=O)/C=C/C(=O)O)c([N+](=O)[O-])c1`?
TbREL1 primary: 3

How did O=C(CNS(=O)(=O)c1cccc(Cl)c1)Nc1ccc(-c2nc3ccccc3s2)cc1 do in these assays?
TbREL1 primary: -1

How did CC(NC(=O)COC(=O)CN1C(=O)NC2(CCCC2)C1=O)c1ccc(F)cc1 (stereo unspecified) do in these assays?
TbREL1 primary: 0

How did COc1ccc(NC(=O)CN2CCN(C(C)=O)CC2)cc1S(=O)(=O)N1CCOCC1 do in these assays?
TbREL1 primary: 1

Results for CCOc1ccc(-c2[nH]ncc2-c2ccc(Cl)cc2)c(O)c1 ?
TbREL1 primary: 1

How did CCC1=[N+](CC(=O)c2ccc(Br)cc2)CCn2c(C)ccc21 do in these assays?
TbREL1 primary: 0

What do the screens show for `C=C(C)C(=O)N1CC2(CC(c3cccc(NC(=O)CCCCC)c3)=NO2)C[C@H]1C(N)=O` (stereo partly specified)?
TbREL1 primary: 0

What do the screens show for `Cc1ccc(CNC(=O)C2CCCN(c3nc(C)cc(C)n3)C2)cc1` (stereo unspecified)?
TbREL1 primary: 2

Results for O=C(c1ccco1)N1CCN(c2ccc(Cl)c(Cl)c2)CC1 ?
TbREL1 primary: 5

What do the screens show for `Cc1nc(Nc2ncc(C(=O)Nc3c(C)cccc3Cl)s2)cc(N2CCN(CCO)CC2)n1`?
TbREL1 primary: -1

Among those listed so far, these contain an NH in an aromatic ring:
How did COC(=O)Cc1cc(=O)[nH]c(/N=C(\N)Nc2ccccc2C)n1 do in these assays?
TbREL1 primary: 1

How did CCOC(=O)c1[nH]c(C)c(C(=O)NC2CCCCC2)c1C do in these assays?
TbREL1 primary: -1

Results for COc1ccccc1CNC(=O)COC(=O)Cc1c[nH]c2ccccc12 ?
TbREL1 primary: -5

What do the screens show for `Cc1cn(CC(=O)N[C@H](C)c2cccc3ccccc23)c(=O)[nH]c1=O`?
TbREL1 primary: -1

What do the screens show for `COc1ccc(/C=N/N=C2/CC(C)(C)Cc3n[nH]c(=O)cc32)cc1`?
TbREL1 primary: 1

What do the screens show for `COc1ccc(-c2c(C#Cc3ccsc3)c3cc(-c4ccc5cc[nH]c5c4)ccc3n2C)cc1`?
TbREL1 primary: -1

What do the screens show for `CCCCn1c(N)c(N(C)C(=O)c2ccc(OCC3CCCO3)cc2)c(=O)[nH]c1=O` (stereo unspecified)?
TbREL1 primary: -2

Results for FC(F)(F)c1cnc(-n2cc[nH]c2=S)c(Cl)c1 ?
TbREL1 primary: -3

How did Cc1ccc(-c2csc3nc(-c4ccncc4)[nH]c(=O)c23)cc1 do in these assays?
TbREL1 primary: -1

Results for CCOc1ccc(-c2[nH]ncc2-c2ccc(Cl)cc2)c(O)c1 ?
TbREL1 primary: 1

A portion of the library; the hit share may differ from the screen's.
